mcGAS MS inh – blocks mouse cGAS cGAMP production. inhibition, % at 12.5 µM. AID 1259397. hit rate 0.18% among 130,000. recombinant mouse cGAS, cGAMP by RapidFire MS;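 active = inhibition of cGAS enzyme activity at or above 60%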;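 also: enzyme stimulated by 45 bp dsDNA with ATP and GTP substrates; cGAMP share of summed cGAMP plus half ATP and half GTP signals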
Target sequence (Q8C6L5 whole entry, looked up): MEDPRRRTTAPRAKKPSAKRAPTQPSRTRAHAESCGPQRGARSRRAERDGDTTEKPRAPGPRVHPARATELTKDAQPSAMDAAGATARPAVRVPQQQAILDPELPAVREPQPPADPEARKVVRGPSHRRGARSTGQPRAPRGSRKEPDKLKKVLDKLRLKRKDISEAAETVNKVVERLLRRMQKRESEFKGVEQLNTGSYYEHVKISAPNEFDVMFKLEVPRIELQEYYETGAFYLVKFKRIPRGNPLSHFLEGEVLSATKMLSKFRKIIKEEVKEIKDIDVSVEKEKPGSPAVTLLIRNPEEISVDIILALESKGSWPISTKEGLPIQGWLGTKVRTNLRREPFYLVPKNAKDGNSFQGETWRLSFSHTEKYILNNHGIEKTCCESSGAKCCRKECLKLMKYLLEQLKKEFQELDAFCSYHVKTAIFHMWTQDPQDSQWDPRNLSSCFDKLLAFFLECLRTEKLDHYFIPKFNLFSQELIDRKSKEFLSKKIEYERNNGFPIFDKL
* marks the source's active call; other numbers are inactive results. These rows are one share of the data. The share of hits here may be higher or lower than overall.

Structure | mcGAS MS inh
COc1ncccc1C(=O)N1Cc2ccccc2C(c2ccccc2)C1 (stereo unspecified) | -4
O=C(NC(Cc1ccccc1)C(=O)N1CCCc2ccccc21)c1ccco1 (stereo unspecified) | 9
Cc1nn(C)c(C)c1CN(C(=O)Cc1cccnc1)C1CC1 | -1
O=C(NCC1CCCCC1)c1cccnc1Nc1cccc(Cl)c1 | -7
Cc1ccc(F)c(NS(=O)(=O)c2cnccc2Cl)c1 | -3
O=C(CN1CCCCCC1)NCCn1nnc2ccccc21 | -1
CC1CCCN(C(=O)NCCc2coc(-c3ccc(F)cc3)n2)C1 (stereo unspecified) | -7
CNC(=O)Cn1nc(C(=O)N2CCOC(c3ccc(Cl)cc3)C2)cc1C (stereo unspecified) | -5
O=c1c(Cl)c(NCc2ccc(Cl)cc2)cnn1C1CCS(=O)(=O)C1 (stereo unspecified) | 2
CCOc1cc(CNc2ccc(N3CCN(C(C)=O)CC3)cc2)cc(Br)c1OC | -1
Cc1ccc(F)c(C(=O)N2CCC(Cc3cccc(C(N)=O)c3)C2)c1Cl (stereo unspecified) | -5
O[C@@H]1CN(Cc2cc3n(n2)CCCNC3)CC[C@H]1c1ccc2c(c1)OCO2 | -10
Cc1ccc(-n2nnnc2SCC(=O)N2CCCCC2C)cc1 (stereo unspecified) | -3
CNC(=O)Cc1ccc(NS(=O)(=O)C2CCCCC2)cc1 | -4
c1cc2c(cc1CN1COc3cc4c(cc3C1)OCO4)OCO2 | -10
CCOC(=O)C1(C)CCCCCN1C(=O)c1cccc(C#N)c1 (stereo unspecified) | 0
CN(Cc1cc(=O)c2ccccc2[nH]1)Cc1ncc[nH]1 | -24
CCOC(=O)CCC(=O)Nc1cccc2ccc(-n3ccnc3)nc12 | -4
COc1ccc(NC(=O)c2sc(=O)n(Cc3c(C)cccc3C)c2C)cc1OC | -2
COc1ccccc1CNC(=O)c1cn(C)c2c(=O)n(-c3ccc(C)cc3)c(=O)[nH]c12 | -28
Cc1ccc(-c2ccc(=O)n(CCCNC(=O)Nc3ccc(F)c(F)c3)n2)cc1 | 8
CN(C)c1ccc(N)cc1CN(Cc1ccco1)C(=O)c1cccs1 | -4
COc1ccc(-c2noc(CN3CCC(Sc4ccc(C)cc4)CC3)n2)cc1 | -3
Nc1nc(SCn2nnc3ccccc3c2=O)n[nH]1 | -12
CCOc1ccc(CN(C(=O)c2scc3c2OCCO3)C2CC2)cc1 | -12

Remaining list, next part.
Structure | mcGAS MS inh
Cc1ccc(NC(=O)NCCS(=O)(=O)c2c(C)[nH]c3ccccc23)cc1 | -8
CCONC(=O)c1cccc(S(=O)(=O)Nc2cc(C)ccc2Br)c1 | 3
Cn1cc(NC(=O)c2cccc(CN3CCN(c4cnccn4)CC3)c2)cn1 | -29
Cc1ccc2nc3n(c(=O)c2c1)CCCc1nn(-c2nc(C)cc(C)n2)c(N)c1-3 | -11
COc1ccc(C2(C(=O)NC3C=CS(=O)(=O)C3)CCCC2)cc1 (stereo unspecified) | -39
OCC1(Cc2ccccc2)CCCN(Cc2cccc3cccnc23)C1 (stereo unspecified) | -6
CNC(=O)c1[nH]nc2c1C(c1c(Cl)nc3sccn13)CC(=O)N2 (stereo unspecified) | -7
COc1ccc(N(Cc2cccs2)C(=O)Cn2cc(Br)ccc2=O)cc1 | 3
O=C(NC(=S)Nc1cccc2c(O)cccc12)C1CCCC1 | -9
COCc1nc2n(n1)CCCC2NC1CCCN(C(C)C)C1=O (stereo unspecified) | -48
O=C(CN1C(=O)NC2(CCCCCCC2)C1=O)NC(=O)NC1CCCC1 | -1
CC(=O)NCCC1CN(Cc2ccc(-c3ccccn3)cc2)CCO1 (stereo unspecified) | -20
O=S1(=O)CCN2C(=N1)SC(c1cccs1)=C2c1cccs1 | -5
Cc1nc(NC2CC2)sc1C(=O)N1CCCC1CC(C)(C)C (stereo unspecified) | -4
O=C1NC(=O)C2(CCN(C(=O)c3ccc(Br)s3)CC2)N1 | -10
CC12CCC(C1)C(C)(C)C2(O)C#N (stereo unspecified) | -18
Cc1ccn2c(=O)c(NC(=O)c3sc(C)nc3C)c(C)nc2c1 | 4
CNC(=O)Cn1nc(C)c(C)c(C#N)c1=O | -11
Clc1ccc2[nH]c(-c3ccccc3)cc2c1 | -3
O=C(CNC(=O)c1ccoc1)Nc1nncs1 | 3
CCOC(=O)Cn1c(=O)c2c(nc3n(C4CCCCC4)c(C)cn23)n(C)c1=O | -4
CN(Cc1ccc(C(F)(F)F)cc1)Cn1c(=O)oc2ccccc21 | -4
O=C(CN1CCSCC1CCO)Nc1c(Cl)cccc1Cl (stereo unspecified) | -31
CC(=O)N1CCC(N(C)Cc2nc(CC(C)C)no2)CC1 | 1
CCN1CCN(Cc2nc3c(c(=O)n(C)c(=O)n3C)n2Cc2ccc(C)cc2)CC1 | -9

In a second layout: 33 of the compounds above
| mcGAS MS inh | structure |
| --- | --- |
| -10 | c1cc2c(cc1CN1COc3cc4c(cc3C1)OCO4)OCO2 |
| 0 | CCOC(=O)C1(C)CCCCCN1C(=O)c1cccc(C#N)c1 (stereo unspecified) |
| -24 | CN(Cc1cc(=O)c2ccccc2[nH]1)Cc1ncc[nH]1 |
| -4 | CCOC(=O)CCC(=O)Nc1cccc2ccc(-n3ccnc3)nc12 |
| -2 | COc1ccc(NC(=O)c2sc(=O)n(Cc3c(C)cccc3C)c2C)cc1OC |
| -28 | COc1ccccc1CNC(=O)c1cn(C)c2c(=O)n(-c3ccc(C)cc3)c(=O)[nH]c12 |
| 8 | Cc1ccc(-c2ccc(=O)n(CCCNC(=O)Nc3ccc(F)c(F)c3)n2)cc1 |
| -4 | CN(C)c1ccc(N)cc1CN(Cc1ccco1)C(=O)c1cccs1 |
| -3 | COc1ccc(-c2noc(CN3CCC(Sc4ccc(C)cc4)CC3)n2)cc1 |
| -12 | Nc1nc(SCn2nnc3ccccc3c2=O)n[nH]1 |
| -12 | CCOc1ccc(CN(C(=O)c2scc3c2OCCO3)C2CC2)cc1 |
| -8 | Cc1ccc(NC(=O)NCCS(=O)(=O)c2c(C)[nH]c3ccccc23)cc1 |
| 3 | CCONC(=O)c1cccc(S(=O)(=O)Nc2cc(C)ccc2Br)c1 |
| -29 | Cn1cc(NC(=O)c2cccc(CN3CCN(c4cnccn4)CC3)c2)cn1 |
| -11 | Cc1ccc2nc3n(c(=O)c2c1)CCCc1nn(-c2nc(C)cc(C)n2)c(N)c1-3 |
| -39 | COc1ccc(C2(C(=O)NC3C=CS(=O)(=O)C3)CCCC2)cc1 (stereo unspecified) |
| -6 | OCC1(Cc2ccccc2)CCCN(Cc2cccc3cccnc23)C1 (stereo unspecified) |
| -7 | CNC(=O)c1[nH]nc2c1C(c1c(Cl)nc3sccn13)CC(=O)N2 (stereo unspecified) |
| 3 | COc1ccc(N(Cc2cccs2)C(=O)Cn2cc(Br)ccc2=O)cc1 |
| -9 | O=C(NC(=S)Nc1cccc2c(O)cccc12)C1CCCC1 |
| -48 | COCc1nc2n(n1)CCCC2NC1CCCN(C(C)C)C1=O (stereo unspecified) |
| -1 | O=C(CN1C(=O)NC2(CCCCCCC2)C1=O)NC(=O)NC1CCCC1 |
| -20 | CC(=O)NCCC1CN(Cc2ccc(-c3ccccn3)cc2)CCO1 (stereo unspecified) |
| -5 | O=S1(=O)CCN2C(=N1)SC(c1cccs1)=C2c1cccs1 |
| -4 | Cc1nc(NC2CC2)sc1C(=O)N1CCCC1CC(C)(C)C (stereo unspecified) |
| -10 | O=C1NC(=O)C2(CCN(C(=O)c3ccc(Br)s3)CC2)N1 |
| -18 | CC12CCC(C1)C(C)(C)C2(O)C#N (stereo unspecified) |
| 4 | Cc1ccn2c(=O)c(NC(=O)c3sc(C)nc3C)c(C)nc2c1 |
| -11 | CNC(=O)Cn1nc(C)c(C)c(C#N)c1=O |
| -3 | Clc1ccc2[nH]c(-c3ccccc3)cc2c1 |
| 3 | O=C(CNC(=O)c1ccoc1)Nc1nncs1 |
| -4 | CCOC(=O)Cn1c(=O)c2c(nc3n(C4CCCCC4)c(C)cn23)n(C)c1=O |
| -4 | CN(Cc1ccc(C(F)(F)F)cc1)Cn1c(=O)oc2ccccc21 |

Rewritten with each value named: part of the list above
Structure: OCC1(Cc2ccccc2)CCCN(Cc2cccc3cccnc23)C1 (stereo unspecified)
  mcGAS MS inh: -6

Structure: COc1ccc(C2(C(=O)NC3C=CS(=O)(=O)C3)CCCC2)cc1 (stereo unspecified)
  mcGAS MS inh: -39

Structure: Cn1cc(NC(=O)c2cccc(CN3CCN(c4cnccn4)CC3)c2)cn1
  mcGAS MS inh: -29

The results go on.
Structure | mcGAS MS inh
Cc1cc(C)nc(NC(N)=S)n1 | -20
O=C(CN1CCOc2ccccc21)NCc1cnn(-c2ccccc2)c1 | 1
CC(=O)Nc1ccc(C2=NOC(C)C(=O)N2CCOc2ccc(F)cc2)cc1 (stereo unspecified) | -11
CC1CCN(Cc2nnnn2CCCC(=O)N2CCNC(=O)C2c2cccc(F)c2)CC1 (stereo unspecified) | -3
CCOC(=O)CSC1=NN2CCS(=O)(=O)N=C2S1 | -5
C=CCSc1nnc(CNc2ccc(C)cc2)n1N | -7
O=c1c(-c2ccc(I)cc2)[n+]([O-])c2ccccc2n1OCc1ccccn1 | -12
CCC(=O)c1cc(-c2nc3ccccc3n2C)n(C)c1 | -5
CN1CCCNC(=O)C12CCN(C(=O)C(=O)Nc1cccc(F)c1)CC2 | -9
Cc1ccc2c(c1)OC(C)CN2CC(N)=O (stereo unspecified) | 0
O=C(NCCc1ccccc1)NCc1nnnn1C1CCCCC1 | 9
CCCOC1(C(F)(F)F)NC(=O)N(c2ccc(C(C)C)cc2)C1=O (stereo unspecified) | 0
CCC(C)n1c(C)cn2c3c(=O)n(CCC(C)C)c(=O)n(C)c3nc12 (stereo unspecified) | -11
O=C1COCc2ccc(-c3cnc4ccccc4c3)cc2N1CCN1CCOCC1 | 1
CN1N=C(C(=O)Nc2ccc(Nc3ccccc3)cc2)CCC1=O | -8
COc1cc(OC)c(CN2CC[C@@H](N)[C@@H](OC)C2)c(C(=O)O)c1 | -8
CC1CN(C(=O)C(C)N2CCCCC2=O)CC1N1CCOCC1 (stereo unspecified) | -58
O=C(NCc1cc(-c2ccccc2Cl)no1)C1CC2(CCNCC2)CN1 (stereo unspecified) | -4
O=C(NCCc1ccccn1)c1cccnc1Sc1ccc(Cl)cc1 | -11
Cc1ccc(C)n1CCCC(=O)NCc1ccc(S(N)(=O)=O)cc1 | -7
CC(=O)Nc1ncc(C(=O)N2Cc3cnc(CC(C)C)nc3C2)s1 | -2
CCCc1ccc(-c2nccn2CCN2CCCC2=O)o1 | 7
Cc1cnc(CCNC(=O)NC(CO)c2ccccc2)s1 (stereo unspecified) | 1
COc1cc(C(=O)NC2(Cc3ccc(C)cc3)CC2)ccc1O | -18
CCN(CC)c1ncnc(N2CCC(c3ccccc3)CC2)c1N | -1

Later entries:
Structure | mcGAS MS inh
COc1cccc(Cn2c(=O)c(C(=O)O)nn(-c3ccc(Cl)cc3)c2=O)c1 | -7
COc1cc(OC)c(C(=O)Nc2nc3ccccc3s2)cc1OC | 0
C=CCNc1ccccc1C(=O)N(C)Cc1nc(-c2ccncc2)no1 | -9
Cc1ccccc1-c1csc(C(O)c2cccnc2)n1 (stereo unspecified) | 5
Cc1ccc2[nH]cc(CN3CCC(c4ccnc(-c5ccncc5)c4)C3)c2c1 (stereo unspecified) | -21
Cc1ccc(CN2C(=O)C(C)Sc3ccc(C(F)(F)F)cc32)cc1 (stereo unspecified) | -6
Cc1nc(CN(C)C(=O)c2cc(COc3ccc(-n4cncn4)cc3)on2)cs1 | -7
COc1cccc(N(C(=O)C2CCCO2)c2nc3ccccc3s2)c1 (stereo unspecified) | -4
CCc1nnc(NS(=O)(=O)c2ccccc2Cl)s1 | 0
O=C(CN1CCOc2ccccc2C1)NCCc1nc2c(s1)CCC2 | -16
Cc1nc2c(c(=O)[nH]1)CCN(C(=O)[C@]13CC[C@](C)([C@@H](O)C1)C3(C)C)CC2 | 6
Cc1occc1C(=O)N1C[C@H]2OC(=O)N(CCCc3ccc(F)cc3)[C@H]2C1 | -23
CCOC(=O)NC(Nc1nnc(SCC)s1)(C(=O)OCC)C(F)(F)F (stereo unspecified) | -6
Cc1nc(CN2CC(OCc3ccncc3)CN(Cc3ccoc3)CC2=O)cs1 (stereo unspecified) | -8
CNCc1cc(-c2ccc(-c3ccn[nH]3)cc2)ccc1OC | -8
CC(C)(C(=O)N1CCN(C(=O)c2ccc[nH]2)CC1)c1ccccc1 | -15
Cc1ccc(NC(=O)C(=O)N(C)C(C)Cc2ccccn2)c(C)c1 (stereo unspecified) | -15
CC(O)c1cnc(-c2ccc(Br)cc2)s1 (stereo unspecified) | -19
COc1ccccc1OCCCOc1cccc(Cl)c1 | -2
COc1ccc(C(N)P(=O)(O)O)cc1O (stereo unspecified) | -2
NC(=O)c1c(NC(=O)c2noc3c2CCCC3)sc2c1CCCC2 | 13
COc1ccccc1Oc1nnnn1-c1ccccc1 | 8
CCn1nc(C(C)C)cc1C(=O)N1C[C@H](O)C[C@H]1C(=O)OC | -25
NC(=O)c1ccc(OCCCOCC(F)(F)F)cc1 | -6
Oc1ccc(C2=Nn3c(nnc3-c3cccc(F)c3)SC2)cc1O | 0

(next part)
Structure | mcGAS MS inh
Cc1nc(CNC2(CNC(=O)OC(C)(C)C)CCCCC2C)no1 (stereo unspecified) | -17
CC(=O)C12CC3CC(CC(O)(C3)C1)C2 | -4
O=C1C=C2CCN(C(=O)c3ccccc3)CC2CC1 (stereo unspecified) | -5
CN1N=C(C(=O)NC2(c3ccc(F)cc3)CCCC2)CCC1=O | -5
O=S(=O)(c1ccc(F)c(F)c1)N1CCNCC1 | 3
COc1ccc(C2=NC(=Cc3ccc(OC(F)F)cc3)C(=O)O2)cc1 | -9
Cc1csc(SCC(=O)N(C)C2CCS(=O)(=O)C2)n1 (stereo unspecified) | -8
COC(=O)c1ccccc1COn1c(=O)c(-c2ccccc2)[n+]([O-])c2ccccc21 | -3
